p47phox inh = inhibitors of human p47phox binding. AID 1274. 220,000 compounds, 0.53% hits. P14598. inhibition, % at 24.7 µM. p47phox/p22phox peptide binding, fluorescence polarization, 2 h;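 active means inhibition above about 30%, limit read from the data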;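 further: 0% = p47phox with labelled peptide and 100% = labelled peptide alone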
EBV gp42 inh = blocks Epstein-Barr virus glycoprotein 42 binding; inhibition, % (tested at 21.74 µM); 220,000 compounds, 0.42% hits; Fluorescence polarization binding assay, mP read-out; Q1HVG2; in the data active means inhibition above about 50%
PPC-1+TRAIL kill = compounds killing PPC-1 cancer cells with TRAIL present (potentiator screen, no TRAIL-free arm) | 220,000 compounds, 0.41% hits | AID 1443 | cell killing (% activity), % at 4 µM | PPC-1 cells + TRAIL, ATPLite viability luminescence;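 active means cell killing above 50% in the first pass at 4 µM, then a duplicate retest at 5 µM averaging 50% or more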;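 further: plate controls were cells with TRAIL plus DMSO for no effect and medium-only wells lacking cells for full effect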
CHOP inhibitor = CHOP inhibition in unfolded protein response; AID 2732; CHO-K1 CHOP-promoter luciferase, tunicamycin-induced, 15-18 h; inhibition, % at 10 µM; 220,000 compounds, 3.8% hits;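 active means compounds that reduced the stress-induced luciferase reporter signal by more than about 70% of percent inhibition, limit read from the data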;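 further: 0% = tunicamycin plus vehicle and 100% = wells without tunicamycin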
Mdm2 ligase inh = blocks human Mdm2 ubiquitin ligase activity. signal enhancement, % at 5 µM. cell-based MDM2 ubiquitination luciferase reporter, 2 h; 0 = plate control, 100 = twice control, blank-subtracted. Q00987. 210,000 compounds, 0.11% hits. AID 1230;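 active means signal enhancement of 30% or more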;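 further: luminescence tracks abundance of the self-degrading MDM2-luciferase fusion protein; higher signal means inhibition of MDM2 E3 ligase activity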
Target sequence (Q00987 whole entry, looked up, the tested form may be a part): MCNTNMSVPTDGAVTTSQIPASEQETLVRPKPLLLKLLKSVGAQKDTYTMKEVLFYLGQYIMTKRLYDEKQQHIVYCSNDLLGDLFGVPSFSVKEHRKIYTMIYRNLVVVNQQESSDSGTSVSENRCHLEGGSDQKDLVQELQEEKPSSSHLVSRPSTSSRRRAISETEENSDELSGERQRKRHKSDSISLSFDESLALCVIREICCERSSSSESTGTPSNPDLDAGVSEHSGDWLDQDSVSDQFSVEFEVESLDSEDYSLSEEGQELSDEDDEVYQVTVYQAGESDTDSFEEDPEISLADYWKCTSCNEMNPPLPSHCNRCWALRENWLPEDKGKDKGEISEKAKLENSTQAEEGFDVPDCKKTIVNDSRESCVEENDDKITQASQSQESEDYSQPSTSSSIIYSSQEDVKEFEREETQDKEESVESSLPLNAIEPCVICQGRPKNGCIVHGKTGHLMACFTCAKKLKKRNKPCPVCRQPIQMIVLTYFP
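Assay system: stable mammalian line carrying autodegrading MDM2–luciferase fusion reporter; Input: 2000 cells in each well; Compound dosing: single-point 5 µM; Schedule: 2 h compound exposure at 37 °C; Signal: SteadyLite luciferase luminescence after 15 min room-temperature reagent incubation; Evaluation: % luminescence enhancement versus blank-corrected plate control mean; Benchmarks: plate controls and plate blanks.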
Runt-SMMHC FRET = inhibitors of human RUNX1 Runt domain binding to CBFb-SMMHC | Cerulean-Runt/Venus-CBFb-SMMHC FRET ratio 530/480, 1 h | 220,000 compounds, 0.74% hits | inhibition, % at 20 µM | AID 1434 | Q01196+Q13951;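 active means mean inhibition across duplicate retests at 20 µM reaching about 50%, limit read from the data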;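 further: 0% = DMSO wells and 100% = wells with excess untagged CBFb-SMMHC; inhibitors lower the FRET ratio by blocking Runt binding to CBFb-SMMHC; some results filed as inactive read as strong as hits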
TRPN1 ag = zebrafish TRPN1 (NompC) channel agonism. 220,000 compounds, 0.18% hits. activation, % at 3 µM. HEK293 zebrafish TRPN1-YFP, Fluo-8 calcium fluorescence; 100% = response to 87 µM carbachol. AID 1424;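 active means activation above its plate's cutoff, the mean activation of test wells on that plate plus 3 SD, cut at about 19% in these data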;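 further: 0% = DMSO alone and 100% = 87 µM carbachol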
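Assay system: Zebrafish TRPN1-YFP in HEK293 cells | Incubation: Dye loading 1 h at 37 °C, then 30 min room temperature | Measured by: Kinetic Fluo-8 fluorescence, ex 470-495, em 515-575 nm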
TNF necrop inh = inhibitors of TNF-alpha induced necroptosis in Jurkat FADD-/- cells; Jurkat FADD-/- TNF necroptosis rescue, ATP luminescence, 24 h; 0 = TNF only, 100 = no-TNF cells; activation (protection from cell death), % at 10 µM; 220,000 compounds, 0.068% hits;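 active means activation, meaning protection from cell death, of at least 50% relative to plate controls; inactive means activation below 50%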;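 further: necroptosis triggered by 40 ng/mL TNF-alpha added together with compound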
TRPML3 agonist = human mucolipin-3 channel agonism; Q8TDD5; HEK293 TRPML3-YFP, Fluo-8 calcium fluorescence; 100% = the carbachol control signal; activation, % at 3 µM; 220,000 compounds, 0.29% hits;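 active means activation above its plate's cutoff, the mean activation of the plate's test wells plus 3 SD, cut at about 12% in these data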;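 further: 0% = DMSO only wells and 100% = carbachol wells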
Target sequence (Q8TDD5 whole entry, looked up): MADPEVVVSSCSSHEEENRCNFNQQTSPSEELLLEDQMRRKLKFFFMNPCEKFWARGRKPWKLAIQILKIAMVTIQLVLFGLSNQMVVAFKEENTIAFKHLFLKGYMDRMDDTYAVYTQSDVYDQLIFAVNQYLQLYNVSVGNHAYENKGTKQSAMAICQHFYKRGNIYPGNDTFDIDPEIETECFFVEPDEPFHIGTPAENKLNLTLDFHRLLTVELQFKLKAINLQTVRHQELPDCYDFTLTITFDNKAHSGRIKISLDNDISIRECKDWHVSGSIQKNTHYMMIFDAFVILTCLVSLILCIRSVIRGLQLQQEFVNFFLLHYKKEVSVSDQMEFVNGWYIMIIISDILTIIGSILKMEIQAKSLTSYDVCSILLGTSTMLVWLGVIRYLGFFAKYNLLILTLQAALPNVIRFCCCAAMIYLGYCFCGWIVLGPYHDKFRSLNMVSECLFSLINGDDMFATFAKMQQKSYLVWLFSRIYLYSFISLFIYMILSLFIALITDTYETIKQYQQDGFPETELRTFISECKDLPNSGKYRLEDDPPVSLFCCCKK
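Test system: TRPML3-YFP stable HEK293 cells. Doses: single point at 3 µM. Incubation: dye loading 1 h 37 °C then 30 min ambient, 125 s read. Signal: Fluo-8 calcium dye fluorescence, ex 470-495, em 515-575 nm. Measure: percent activation from peak-to-basal fluorescence ratio, scaled between DMSO and carbachol.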
Starred values were filed as active, the others as inactive; / = no result given; [ ] = another dose, or the depositor's remark. Rows are unselected; 5.9% or so of the library scored in one or more.

smiles	CHOP inhibitor	Runt-SMMHC FRET	TRPN1 ag	Mdm2 ligase inh	TRPML3 agonist	PPC-1+TRAIL kill	p47phox inh	TNF necrop inh	EBV gp42 inh
CC(C)c1nc2oc3c(=O)[nH]cnc3c2c2c1COC(C)(C)C2	-3	1	-0.5	-12	0.7	15	-3	-0.4	-15
CCOC(=O)c1c(-c2ccc(C)o2)csc1NC(=O)CN1CCN(CC)CC1	54	-2	-0.7	5	0.8	2	-5	1.6	-8
COc1ccc(CNC(=O)CCc2c(C)nc3cc(-c4ccccc4OC)nn3c2C)cc1	18	2	0.1	-4	0.6	4	-4	1.5	-10
CCCSc1nnc2[nH]c(=O)cc(N)n12	10	-1	0.4	/	-0.3	17	-7	-1.3	-11
O=C(CSc1nccn1-c1ccc(F)cc1)Nc1ccc2c(c1)OCO2	6	-4	0.3	-4	-0.3	39	-11	-4.7	-14
COc1ccc(NC2=Nc3cccc4cccc2c34)cc1	-5	-9	1.0	-7	2.1	11	-3	-0.8	-13
CCc1nnc(NC(=O)CSc2ccc(-c3ccc(C)cc3)nn2)s1	-5	-3	0.1	-24	1.1	40	5	-0.9	-3
Cc1[nH]c2ccccc2c1C(=O)/C=C\c1ccccc1Cl	74*	-2	0.1	-13	1.0	-5	-24	2.3	-5
O=C(Cc1ccccc1)N1CCN(S(=O)(=O)c2cccc([N+](=O)[O-])c2)CC1	-9	4	-0.9	/	0.3	-7	-13	-0.4	-17
COc1ccc(-c2cc(-c3nnc(-c4ccncc4)o3)c3ccccc3n2)cc1	9	70*	1.7	-6	1.1	17	-6	-0.9	-28
C#CCCCCCCC#CCN(C)C	-14	0	0.6	0	1.1	21	2	1.7	2
COc1ccc(C(NC(=O)C2C3C=CC(C3)C2C(=O)O)c2ccccc2)cc1 (centres undefined)	-3	1	2.3	-5	0.7	24	-7	0.5	-19

smiles	CHOP inhibitor	Runt-SMMHC FRET	TRPN1 ag	Mdm2 ligase inh	TRPML3 agonist	PPC-1+TRAIL kill	p47phox inh	TNF necrop inh	EBV gp42 inh
O=C(/C=C/c1ccc([N+](=O)[O-])cc1)NCCN1C(=O)S/C(=C\c2ccc(F)cc2)C1=O	1	-17	0.2	/	0.6	6	1	0.5	3
CC(=O)OCc1cc2cccc(C)c2[nH]c1=O	10	0	1.2	-13	-0.6	2	-2	2.7	-8
CCN(CC)S(=O)(=O)c1ccc(NC2c3ncccc3C(=O)N2Cc2ccccc2)cc1 (centres undefined)	13	1	-0.9	-11	0.6	11	-13	0.9	-9
O=C(CC1C(=O)NCCN1Cc1ccc(-c2ccccc2)cc1)NCC1CC1 (centres undefined)	2	-5	1.4	-6	0.6	-8	-6	2.3	-14
O=C(Cn1nnc(-c2ccc(Cl)cc2)n1)NCc1ccco1	19	-3	0.3	-14	-0.4	2	3	1.6	-4
O=S1(=O)CC(NCc2ccccc2)C(Nc2ccc(Cl)cc2)C1 (centres undefined)	36	-4	0.3	15	0.2	5	-1	1.0	-6
COc1ccc(CC(=O)NC(C)c2nnc(SCC(=O)c3ccc(Br)cc3)n2C)cc1 (centres undefined)	37	1	0.0	-6	0.3	0	-16	-2.6	-1
Cc1cc(Cl)ccc1OCCCC(=O)OCC(N)=O	-16	-1	-1.8	-5	1.0	6	-1	0.2	0
CCOC(=O)c1ccc(NC(=O)CSc2nnc(CNC(=O)c3ccccc3F)o2)cc1	5	1	2.1	/	-0.4	9	-15	1.9	-3
O=C(CN1C(=O)COc2ccc(Cl)cc21)N1CCc2ccccc21	13	-1	2.2	-7	0.5	21	7	-1.5	-4
COc1cc(C(=O)N2CCN(c3ccccc3OC)CC2)c([N+](=O)[O-])cc1OC	4	-1	0.3	-3	0.2	9	-5	-0.4	-12
CC(=O)c1cccc(-n2c(CCC(=O)O)ccc2-c2cccs2)c1	16	28	-0.8	9	0.5	-7	-9	-0.3	-9

smiles	CHOP inhibitor	Runt-SMMHC FRET	TRPN1 ag	Mdm2 ligase inh	TRPML3 agonist	PPC-1+TRAIL kill	p47phox inh	TNF necrop inh	EBV gp42 inh
CCOC(=O)Nc1ccc(S(=O)(=O)Nc2cc(C)on2)cc1	15	-2	0.1	-17	0.2	5	-3	-1.0	-29
CCOC(=O)C1CCCN(c2nc(C)nc3c2oc2ccccc23)C1 (centres undefined)	44	-4	1.2	-14	0.5	8	-5	-6.0	0
CC(c1ccccc1)N1C(=O)NC(NC(=O)c2cccnc2)(C(F)(F)F)C1=O (centres undefined)	15	-4	-0.4	-1	0.5	12	-1	-1.6	-6
CCOc1ccc(C(c2c(NC(=O)c3ccccc3)sc(C)c2C)N2CCN(C)CC2)cc1 (centres undefined)	26	-1	0.4	-12	0.4	9	-15	2.8	12
Cc1cc2ccccn2c1C(=O)c1ccc(N/N=C/c2ccc(C(=O)O)cc2)c([N+](=O)[O-])c1	103*	-26	0.7	/	0.2	10	-54	0.7	65*
O=C(N/N=C/c1cccc(Oc2ccccc2)c1)c1ccccc1Br	84*	5	-0.7	-11	-0.5	-35	-5	-7.4	13
O=C1SC(c2ccccc2)=N/C1=C/c1ccco1	-20	-14	0.7	-6	1.0	-11	-21	-1.2	-1
C=CC[n+]1c(-c2ccc(C)cc2)csc1Nc1ccc(NC(C)=O)cc1	85*	-1	-1.0	-9	0.2	-4	-1	-1.5	-2
CCOC(=O)C(C(C)=O)c1c(Br)c(O)c(O)c2c(C(=O)c3ccc(C)cc3)coc12 (centres undefined)	/	39	0.3	/	0.3	-10	-16	-16	-11
CCOc1ccc(Cn2nnc(C(=O)Nc3cc(OC)cc(OC)c3)c2N)cc1	38	-3	1.4	-4	0.8	-20	-11	-1.0	-9
CC1CN(c2nc(-c3ccc(Br)cc3)nnc2-c2ccccc2)CC(C)N1 (centres undefined)	24	0	2.2	-18	3.3	41	-5	-7.3	-13
CCCCN=c1scc(-c2ccc3c(c2)NC(=O)CO3)n1N=C1CCCC1	106*	0	-0.9	-4	0.3	-22	-24	-14	-23

smiles	CHOP inhibitor	Runt-SMMHC FRET	TRPN1 ag	Mdm2 ligase inh	TRPML3 agonist	PPC-1+TRAIL kill	p47phox inh	TNF necrop inh	EBV gp42 inh
CN1CCN(c2nc3c(c(=O)[nH]c(=O)n3C)n2Cc2cccc3ccccc23)CC1	25	1	0.6	-14	-0.3	8	-14	-2.3	-13
COc1cc(/C=N/n2cnnc2)ccc1OCCOc1ccccc1	10	0	1.9	-11	0.9	-11	3	0.7	-9
CCN(CC)c1ccc(C2NC(=O)NC(C)=C2C(=O)Nc2ccccc2)cc1 (centres undefined)	3	-6	-0.1	-10	0.7	16	-54	-3.0	-19
COc1ccc(F)cc1S(=O)(=O)N1CCCC(C)C1 (centres undefined)	19	2	-1.0	-21	0.4	6	1	-0.5	-9
CCC1C(=O)N=C(SCC(=O)Nc2nc3ccccc3s2)NC1=O (centres undefined)	-12	-1	0.6	-20	0.3	-4	-21	1.8	-14
O=C(/C=C1\NCC2c3ccccc3CCN2C1=O)c1ccccc1 (centres undefined)	20	-6	0.3	-5	1.5	-3	-12	0.9	-13
O=C(NCCc1cccs1)c1ccc(Cl)cc1	8	1	-0.1	-57	-0.2	13	-21	3.0	-18
CCOc1cc(C(=S)N2CCN(C)CC2)ccc1OCC(=O)N1CCOCC1	-8	-1	0.6	-6	0.3	-6[5 µM]	-6	-1.4	-15
CCN(CC)C(=O)N1CCn2c(nc3ccccc32)C1	9	4	-0.1	-8	0.4	26	-6	0.8	-18
Cc1cccn2c(=O)c3cc(C(=O)O)n(C)c3nc12	-15	28	0.9	2	1.2	3	-15	0.0	-7
Nc1ccc(CNc2ncn[nH]2)cc1	8	-3	1.0	/	0.6	1	-25	3.6	-16
CCCc1nc2oc3c(NCC(C)O)ncnc3c2c2c1CCCC2 (centres undefined)	34	-6	1.0	-9	0.8	7	5	-7.4	-15

smiles	CHOP inhibitor	Runt-SMMHC FRET	TRPN1 ag	Mdm2 ligase inh	TRPML3 agonist	PPC-1+TRAIL kill	p47phox inh	TNF necrop inh	EBV gp42 inh
CCN(c1ccc(OCC(=O)OCC(=O)Nc2ccc(F)c(F)c2F)cc1)S(=O)(=O)c1ccccc1	15	2	0.3	-20	0.1	3	-28	1.9	2
c1ccc(NCc2cccnc2)cc1	13	0	0.5	-24	0.4	22	-12	1.7	-16
CC(C)(C)c1nn2cnnc2n(/N=C/c2cccc3ccccc23)c1=O	14	0	0.6	-6	0.2	14	-7	-2.2	-5
CS(=O)(=O)c1ccc(C(=O)NCc2ccc(F)cc2)cc1	-4	2	0.0	-12	0.5	12	-12	0.1	11
CC1SCC(=O)N(CC(=O)NC2CCCCC2)C1=O (centres undefined)	-5	2	0.5	-35	0.1	18	-1	-0.1	-7
COc1ccc(-c2[nH]c(-c3ccccc3)nc2SCC(=O)NC2CCCC2)cc1	27	-2	-1.2	/	2.4	2	8	2.8	16
CN1CCN(c2ccc(C(=O)c3ccc(F)cc3)cc2)CC1	-1	1	0.4	-15	1.4	23	-12	-5.7	-9
COc1ccc(/C(C)=N/NC(=O)c2cc(-c3cccnc3)nc3ccccc23)cc1	5	-4	1.2	/	0.8	23	-14	0.8	-7
O=C(Nc1ccc(N2CCCC2)cc1)c1cccc(-c2cc3ccccc3oc2=O)c1	3	12	0.7	-18	0.5	-2	-100	-1.1	-43
CC1(C)CC(c2nc(-c3ccccc3)cs2)CCS1 (centres undefined)	46	0	-1.3	-1	0.1	21	-9	1.7	-11
CC(c1nccs1)N(C)C(=O)CCc1nnc(-c2ccc(-c3ccccc3)cc2)o1 (centres undefined)	40	-7	3.9	-10	3.0	16	-15	1.5	-8
Cc1c(Br)c([N+](=O)[O-])nn1CCCC(=O)Nc1sc2c(c1C#N)CCC2	9	22	-1.6	-4	0.4	13	-17	2.0	-11

smiles	CHOP inhibitor	Runt-SMMHC FRET	TRPN1 ag	Mdm2 ligase inh	TRPML3 agonist	PPC-1+TRAIL kill	p47phox inh	TNF necrop inh	EBV gp42 inh
COc1ccc(-c2nc3oc4cc(OC)ccc4c(=O)c3c(=O)n2Cc2ccco2)cc1	59	23	0.8	-14	-0.1	9	-8	-1.2	-12
CCOC(=O)Cc1csc(NC(=O)Cc2ccc(C)cc2)n1	20	-3	0.2	-6	0.5	4	-1	2.7	-2
Cc1c(NC(=O)C(C)n2cc([N+](=O)[O-])cn2)c(=O)n(-c2ccccc2)n1C (centres undefined)	12	-3	-0.3	-6	0.8	28	0	-0.1	-6
Cc1ccc(NC2=CC(=O)CCC2)cc1C	15	4	0.5	-12	0.5	-17	-6	1.5	-15
Cc1ccc(Cl)cc1NC(=O)COC(=O)c1ccc(COc2ccc3c(C)cc(=O)oc3c2)cc1	17	-9	-0.8	-23	-0.5	16	-12	0.8	-68
COc1ccc(CCC(=O)Nc2ccc(Cl)c(S(=O)(=O)N3CCCC3)c2)cc1	47	-6	6.4	-30	1.6	15	-39	-14	-16
